Bioassay records from PubChem.
ABHD5-PLIN5 inh: blocks binding of human ABHD5 to perilipin-5 | actives 0.78% (n = 360,000) | Split G. princeps luciferase complementation, luminescence, 4 h | AID 602281 | Q00G26+Q8WTS1 | inhibition, % at 4 µM;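 active = inhibition above the mean inhibition across every tested compound plus 3 SD, cut at about 22% in these data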;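 also: 0% = DMSO only wells and the 100% control is not disclosed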
Cardio protect: modulators protecting cardiomyocytes from myocardial damage; H9c2 cardiomyocytes, H2O2 injury protection, ATPLite, 2 h; protection from H2O2 cell death, % at 20 µM; actives 0.63% (n = 360,000);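 active = compounds giving at least 50% protection of heart cells from peroxide-induced death in the single-dose screen, raw or plate-pattern-corrected value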;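 also: 0% = DMSO wells with peroxide and 100% = DMSO wells without peroxide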
Glyco luc inh: blocks N-linked glycosylation in D54 reporter cells; D54 ERlucT glycosylation luciferase reporter, 24 h; percent of 100 nM tunicamycin response; reporter increase, % at 12.5 µM; actives 0.23% (n = 360,000);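 active = mean luciferase reporter signal, scaled so untreated is 0 and the glycosylation-blocking control 100, at or above a set limit in every replicate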;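 also: luciferase carries N-glycosylation sites so blocking glycosylation raises the light; 0% = median of neutral control wells and 100% = median of 100 nM tunicamycin wells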
HTR2A ag: agonists of mouse serotonin 5-HT2A receptor (HTR2A). P35363. CHO-K1 mHTR2A beta-arrestin complementation, luminescence; percent of 30 µM serotonin response. activation, % at 7.6 µM. actives 0.66% (n = 360,000);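 active = activation above a run cutoff, the mean activation of all tested compounds plus 3 SD, cut at about 14% in these data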;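 also: 0% = plate median of compound wells and 100% = 30 µM serotonin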
Target sequence (P35363 whole entry, looked up): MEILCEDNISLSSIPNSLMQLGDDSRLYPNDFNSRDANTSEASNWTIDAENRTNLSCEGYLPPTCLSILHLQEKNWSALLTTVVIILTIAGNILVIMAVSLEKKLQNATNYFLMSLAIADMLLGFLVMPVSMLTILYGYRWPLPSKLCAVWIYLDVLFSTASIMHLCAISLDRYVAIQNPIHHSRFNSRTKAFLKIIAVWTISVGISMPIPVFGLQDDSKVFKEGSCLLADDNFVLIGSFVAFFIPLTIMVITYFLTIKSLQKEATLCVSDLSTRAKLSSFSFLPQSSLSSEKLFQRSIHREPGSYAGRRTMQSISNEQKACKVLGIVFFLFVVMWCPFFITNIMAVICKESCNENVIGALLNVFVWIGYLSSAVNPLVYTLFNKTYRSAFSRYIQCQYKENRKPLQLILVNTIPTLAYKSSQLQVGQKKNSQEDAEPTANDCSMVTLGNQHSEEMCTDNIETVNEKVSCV
Exocytosis inh: lytic granule exocytosis inhibition | actives 0.66% (n = 360,000) | TALL-104 LAMP-1 surface exposure, flow cytometry; cells stimulated with thapsigargin and PMA | AID 651702 | inhibition, % at 10 µM;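 active = inhibition above about 55%, limit read from the data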
ABCB6 inh 2: human ABCB6 transporter inhibition; actives 0.19% (n = 360,000); fluorescence ratio to DMSO, % at 10 µM; K562-ABCB6 porphyrin accumulation, flow cytometry, 1 h; active compounds read low; Q9NP58; AID 602162;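 active = fluorescence ratio to DMSO below 75%, the collection mean minus 3 SD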;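 also: signal is porphyrin accumulated inside mitochondria; 100% equals median channel fluorescence of DMSO control wells; lower ratio means ABCB6 inhibition with less porphyrin fluorescence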
MC4R ag barr: human MC4R agonism via beta-arrestin | P32245 | actives 0.98% (n = 360,000) | U2OS MC4R beta-arrestin complementation, luminescence; percent of melanotan II response, DMSO zero | activation, % at 8.9 µM;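 active = activation above a per-plate cutoff, the mean activation of sample wells on that plate plus 3 SD, cut at about 8% in these data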
Target sequence (P32245 whole entry, looked up): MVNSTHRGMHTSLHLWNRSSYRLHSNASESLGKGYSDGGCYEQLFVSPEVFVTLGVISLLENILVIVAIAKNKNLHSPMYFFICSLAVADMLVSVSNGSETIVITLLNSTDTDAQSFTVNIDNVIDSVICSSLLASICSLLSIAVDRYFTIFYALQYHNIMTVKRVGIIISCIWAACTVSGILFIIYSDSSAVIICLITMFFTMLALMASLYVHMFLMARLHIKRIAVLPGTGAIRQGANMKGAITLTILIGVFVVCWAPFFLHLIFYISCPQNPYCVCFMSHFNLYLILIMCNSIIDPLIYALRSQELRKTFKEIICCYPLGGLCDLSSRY
CaV13 FRET inh: Disruptors of the CACNA1D IQ motif to Ca2+-dependent inactivation inhibitor domain association, primary screening, Förster resonance energy transfer in intact living …. HEK cells, CFP/YFP FRET ICDI-IQ, plate reader, 10 min; percent FRET-ratio fall versus neutral wells. inhibition, % at 12.3 µM. actives 0.098% (n = 340,000);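 active = mean replicate inhibition of at least 30% and at least 1% of replicates passing that level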;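 also: 0% = median of the neutral control wells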
PDI turbidity: blocks human protein disulfide isomerase activity. PDI insulin aggregation turbidity, A650, 90 min. actives 0.052% (n = 350,000). inhibition, % at 10 µM. P07237. AID 588391;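 active = mean inhibition across replicates of 30% or more, whatever share of single replicates reach that level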;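 also: absorbance from insulin aggregation driven by PDI reduction with DTT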
MC4R antagonist: human MC4R antagonism in cAMP assay; actives 0.48% (n = 360,000); P32245; AID 540295; inhibition, % at 6.5 µM; MC4R-expressing cells, MTII-stimulated cAMP, LANCE TR-FRET;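 active = inhibition above its plate's cutoff, the mean of tested wells on that plate plus 3 SD, cut at about 29% in these data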;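 also: 0% = Melanotan II alone and 100% = Melanotan II plus saturating MCL0020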
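System: U2OS-MC4R stable cell line; Technique: Eu-cAMP/anti-cAMP TR-FRET, emission 671 nm; Repeats: single well per compound; Also added: Melanotan II; Dosing: one concentration, 6.5 µM nominal; Schedule: 30-min compound, 1-h challenge, 1-h detection, room temperature.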
Numbers without * were called inactive; · = not tested or not shown.

compound	ABHD5-PLIN5 inh	Cardio protect	Glyco luc inh	HTR2A ag	Exocytosis inh	ABCB6 inh 2	MC4R ag barr	CaV13 FRET inh	PDI turbidity	MC4R antagonist
O=C1SCCc2c1n(Cc1ccccc1)c1ccccc21	-2	-6	-2	-1	9	93	-0.2	·	-6	1
CC(C)(C)OC(=O)C[C@H]1C/C=C\C[C@H](CC(=O)NCCO)C(=O)N[C@@H](c2ccccc2)COC1=O	1	8	2	8	-5	97	0.4	-5	5	6
CCOC(=O)c1c(C)[nH]c(C(=O)COC(=O)/C=C/c2ccc(OC(F)F)cc2)c1C	5	2	1	5	0	109	0.1	-10	3	-3
CC1O[C@@H](OC2C(O)C(C)O[C@H](OC(=O)[C@]34CCC(C)(C)C[C@H]3C3=CCC5[C@@]6(C)CC(O)C(O[C@@H]7OC(CO)C(O)[C@@H](O)[C@@H]7O)[C@@](C)(C(=O)O)C6CC[C@@]5(C)[C@]3(CO)CC4)C2O[C@H]2OC(C)[C@@H](O[C@@H]3OCC(O[C@@H]4OC(CO)C(O)[C@H](O)C4O)[C@@H](O)[C@@H]3O)[C@H](O)C2O)C(O)C(O)C1O (some centres undefined)	-3	-5	1	4	-11	78	0.1	-5	-1	4
Cc1ccccc1CN1CCc2cc([N+](=O)[O-])ccc21	3	-23	-4	-13	115*	99	0.9	-8	-3	21
CCCNC(=O)CCn1c(-c2ccc(C)cc2)cc(C(=O)OCC)c1C	-3	-1	-3	-1	2	99	0.2	-4	0	7
N#Cc1ccc(NC(=S)N2CCC3CC2c2cc(-c4ccc5c(c4)OCO5)ccc23)cc1 (centres undefined)	3	-6	-5	-3	-2	96	·	-6	·	·
O=C(CCc1nnc(CCCCc2ccccc2)o1)NC(c1cccnc1)C(F)(F)F (centres undefined)	-1	1	-1	-3	0	100	-5.8	0	-3	1
CCCOC1CCCN(Cc2nc(-c3cnccn3)no2)C1 (centres undefined)	-8	6	2	-2	0	97	-0.7	-2	2	18
COCCCNC(=O)C1CCN(S(=O)(=O)N(CC(C)C)CC(C)C)CC1	-3	0	0	-1	-5	92	-2.9	-10	15	-5
CC(=O)c1ccc(N2CCN(C(=O)c3ccco3)C(C)C2)c(F)c1 (centres undefined)	7	9	-2	1	-2	99	-1.1	-3	5	2
COc1cccc(/C=C(/C#N)c2ccc(Cl)cc2)c1OCc1cccc(C(=O)O)c1	0	-3	1	-2	-3	104	-1.1	2	-4	15
COc1ccc(NC(=O)C2Cc3c(-c4ccco4)ccnc3O2)cc1OC (centres undefined)	9	-5	-1	3	2	103	0.6	-4	-14	10
Cn1cccc1/C=C1\SC(=O)N(c2ccc(O)cc2)C1=O	7	-6	-3	3	-10	99	0.7	-12	4	0
Cn1c(=O)n(C)c2cc(/C=N/NC(=O)c3ccc(Cl)cc3Cl)ccc21	-2	12	·	0	-1	99	-0.7	·	15	-4
O=C(CCN1C(=O)/C(=C\c2ccccc2Cl)SC1=S)Nc1cccnc1	1	-9	·	-1	-1	104	1.4	-4	-3	2
CN1C(=O)S/C(=C\c2ccc(-n3cncn3)cc2)C1=O	14	47	2	1	3	95	3.5	-14	-4	-5
COc1ccc(-c2csc3ncnc(N4CCN(c5ccccc5)CC4)c23)cc1	0	12	-9	4	70*	96	-1.1	-4	1	-1
CC(=O)/C(=N/Nc1ccccc1)N1CCOCC1	-6	-2	0	0	-6	96	-0.2	-4	1	9
O=C(NCc1ccc(Cl)cc1)C1=Cc2cc(Cl)ccc2OC1	-16	-7	0	2	0	91	1.8	-5	-4	6
O=C(Nc1ccccc1)c1cccnc1N1CCOCC1	-4	2	4	0	-5	98	-1.4	-4	-14	-1
CN(CCc1cn[nH]c1)Cc1nc(C(c2ccccc2)c2ccccc2)no1	-2	0	-3	-6	-1	100	-1.5	-5	6	4
C=CCNC(=O)C(=O)Nc1ccc2c(c1)N(S(=O)(=O)c1cccs1)CCC2	-3	6	2	-3	1	93	-2.7	-2	-15	-3
Cc1cccc(C(=O)NCCc2n[nH]c(=S)n2C)c1	1	5	-1	6	8	99	-1.2	-8	0	2
CCCCCCc1nc2ccccc2c(=O)n1NC(=O)c1c(O)c2c(n(CC(C)C)c1=O)CCCC2	-1	21	2	-3	-1	95	0.9	-3	1	11
COc1ccc(C2SCCN2C(=O)c2ccc([N+](=O)[O-])cc2)cc1 (centres undefined)	-7	-5	0	-3	-2	102	0.2	-5	3	2
Cc1nc(N2CCOCC2)nc(N2CCCCC2C)c1[N+](=O)[O-] (centres undefined)	3	0	-2	-3	-2	93	2.9	-4	-1	-3
CC(C)CCC(C)NC(=O)C1CCN(S(=O)(=O)/C=C/c2ccccc2)CC1 (centres undefined)	-1	-3	-5	-3	6	93	-1.4	-4	5	1
Cc1cc(C)cc(OCC(=O)Nc2nonc2NC(=O)COc2cc(C)cc(C)c2)c1	-2	0	0	0	-2	92	0.5	-3	4	0
CCN1CCN(CC(=O)NC2CCCC2)C(=O)C1=O	2	-11	1	-7	-1	96	-1.0	-5	-3	-2
CCOc1ccc2[nH]c3c(N4CCc5ccccc5C4)ncnc3c2c1	16	-8	19	-10	97*	93	-2.1	-2	13	-6
COc1cc(NC(=O)c2cc(S(=O)(=O)N3CCCCC3)ccc2N2CCOCC2)cc(OC)c1	4	5	-1	0	-2	96	-2.5	-5	-6	12
CCOC(=O)c1c(C)[nH]c(NC(=O)N2CCOCC2)c1C	-2	2	3	0	3	105	-1.2	·	-2	1
CN(C(=O)COC(=O)c1ccc2ccccc2n1)C1CCS(=O)(=O)C1 (centres undefined)	-2	-2	2	0	-1	99	-0.2	-10	7	-5
CC(C)(C)n1nnc(CCc2nnn(C(C)(C)C)n2)n1	2	8	-2	3	-2	99	-1.1	-5	-14	3
Cc1ccc(C)c(NC(=O)CN2C(=O)CNC2=O)c1	-3	-7	0	-1	-2	94	-2.1	-2	2	7
Cc1cc(C)nc(NC(=O)c2ccc(C)c(C)c2)n1	-4	6	2	0	-11	96	-2.0	8	10	2
Cc1ccccc1OCC(=O)Nc1ccc(S(=O)(=O)N2CCCC2)cc1	-1	0	-3	2	-9	85	-1.4	-2	-48	-4
COc1cc(C(=O)OCc2cc(=O)c(O)co2)ccc1OC(F)F	7	6	4	-2	2	98	0.3	-3	4	16
CC(C)N(c1ccccc1)c1ncnc(NCCC(=O)O)c1[N+](=O)[O-]	2	5	2	2	2	100	0.4	-4	3	10
NNC(=O)C1SCCN1S(=O)(=O)c1ccc(Cl)cc1 (centres undefined)	-8	-3	4	1	-2	94	1.5	-5	17	-3
O=C(CN(C(=O)CNC(=O)c1ccco1)c1ccc2c(c1)OCCO2)NC1CCCCC1	4	-2	-2	1	2	97	-0.4	-5	2	-3
CCc1ccc(N2CN(Cc3cccnc3)CNC2=S)cc1	1	0	2	0	-5	101	1.4	-4	4	7
COc1cc(C2=NOC(C(=O)Nc3ccc(C)cc3)C2)cc(OC)c1OC (centres undefined)	3	-5	4	-6	0	100	-1.5	-6	0	5
CN(C)S(=O)(=O)c1cccc(-c2nn(-c3ccccc3)cc2/C=C(\C#N)c2nc3ccccc3[nH]2)c1	-7	20	-4	-2	-4	93	-0.9	-4	-19	5
Cc1ccc(NC(=O)[C@@H]2CCCN2S(=O)(=O)c2ccccc2F)cc1S(=O)(=O)N1CCOCC1	0	-1	-2	1	-2	100	1.0	-4	13	7
Cc1ccn2c(Cc3ccccc3)c(-c3ccc(F)cc3)nc2c1	-4	-18	-5	-13	-2	102	-1.3	-11	4	2
CC(=O)c1sc(NC(=O)c2ccc(F)cc2)nc1-c1ccccc1	0	-3	4	0	-2	99	-4.3	0	2	12
CCC(C)n1c(=O)c2sccc2n2c(CCCC(=O)N3CCC(C(N)=O)CC3)nnc12 (centres undefined)	1	5	1	-3	-6	97	0.6	-6	0	-3
Cc1nn(-c2nnc(C)c(=O)[nH]2)c(C)c1SCC(=O)Nc1ccc(C(C)C)cc1	-5	13	5	10	-1	109	0.2	·	-5	13
CCCCOc1ccc(CSC(CC(=O)O)C(=O)O)cc1 (centres undefined)	-5	8	2	-6	1	99	-2.3	·	4	-1
O=C(O)c1ccccc1C(=O)OCCc1cc2ccccc2c(=O)o1	2	4	1	2	1	96	0.1	-4	9	0
CC1=NN(c2ccccc2)C(=O)/C1=C\c1cc(C)n(C)c1C	4	-4	0	0	-5	96	-3.4	-4	-7	-2
O=C(c1cnc(Cc2c[nH]c3ccccc23)c(I)c1)N1CCN(Cc2ccccc2)CC1	-1	-22	-3	2	2	84	2.1	-6	3	22
O=C(CNC(=O)c1ccccc1F)OCc1nc2ccccc2s1	-2	-5	0	0	-3	100	-0.3	-2	-7	15
COc1ccccc1N1CCN(C(=O)c2ccccc2SCC(=O)NCc2ccco2)CC1	-3	5	1	3	1	97	-0.8	-5	0	4
O=C(CCN1C(=O)S/C(=C/c2ccc(F)cc2)C1=O)Nc1ccc(O)c(C(=O)O)c1	0	-4	1	-2	-5	105	-3.2	-14	2	6
CCOc1ccc(C2C(C(=O)c3ccc(C)o3)=C(O)C(=O)N2CCN2CCOCC2)cc1OC (centres undefined)	9	-2	0	3	2	96	-0.8	·	15	10
NC(=O)c1nn(CC(=O)Nc2cccc(S(=O)(=O)N3CCCC3)c2)c(=O)c2ccccc12	-1	0	-1	8	5	99	-0.7	-5	-13	2
O=C1/C(=C\c2cccc(O)c2O)SC(=S)N1Cc1ccccc1	-10	2	-1	8	-6	127	4.2	-5	2	0

The listing continues.
compound	ABHD5-PLIN5 inh	Cardio protect	Glyco luc inh	HTR2A ag	Exocytosis inh	ABCB6 inh 2	MC4R ag barr	CaV13 FRET inh	PDI turbidity	MC4R antagonist
Cc1ccc(C)c(S(=O)(=O)Nc2ccc(O)c(C(=O)O)c2)c1	4	3	3	8	-3	96	0.5	-5	-3	-3
CCOc1ccc(C2CC(c3cccc(OC)c3)n3nc(N)nc3N2)cc1 (centres undefined)	-2	12	2	-2	5	99	1.2	-10	·	2
COc1ccc(S(=O)(=O)N(C)CC(=O)N2CCN(Cc3ccccc3)CC2)cc1C	8	-2	-2	-3	6	106	2.1	-5	-1	8
O=S(=O)(NCc1cccs1)c1cccc(S(=O)(=O)N2CCCCC2)c1	-4	4	-2	0	-1	97	0.5	·	-3	-1
COC(=O)c1ccccc1NC(=O)Nc1ccc(C(=O)N2CCCC2)cc1	-2	-4	-1	-4	3	105	-3.9	-5	-4	6
O=C(Cn1c(=O)c2cccn2c2ccc(F)cc21)N1CCN(c2ccc(F)cc2)CC1	1	4	2	3	-1	97	-2.2	-1	-6	-2
